ELG1 DNA repair: qHTS screen for small molecules that inhibit ELG1-dependent DNA repair in human embryonic kidney (HEK293T) cells expressing luciferase-tagged ELG1 | HEK293T ELG1-luciferase reporter, luminescence, 16 h; DNA damage induced by 5-fluorouridine | Potency, µM (series often up to 46.1 µM), for the others: at the highest dose activity change, negative = inhibition, actives largely listed as inhibitors | 330,000 tested, 2.3% active; also: potency is read from the fitted curve at half-maximal effect; % is scaled to controls: 0 for no effect and ±100 for the full control effect; nearly all actives have a fitted effect of over 55% in size
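HEK293T cells expressing luciferase-tagged ELG1 (2,000/well) received 5-Fluorouridine plus compound or DMSO for 16 hr at 37 °C. Luciferase was read by ONE-Glo luminescence after 30 min at room temperature.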
TCR activator: Activators of T cell receptors: qHTS campaign. primary human leukocytes, anti-CD3, IL-2 HTRF, 48 h. Potency, µM (titrated, usually from 9.22 µM), for inactives: at the top dose activation of IL-2 secretion, actives largely listed as activators. 330,000 tested, under 10 active. AID 504894, 2011; also: % of control where 0% means no effect
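IL-2 produced over 48 hr by a-CD3 bead-stimulated primary human leukocytes exposed to compounds was detected with a homogeneous time-resolved FRET immunoassay, 665nm acceptor signal after 320nm excitation.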
TSHR antag: Antagonists of the Thyroid Stimulating Hormone Receptor: HTS campaign | 330,000 tested, 0.2% active | AID 504810, 2011 | Thyrotropin receptor (Homo sapiens), P16473 | activity change, negative = inhibition, % at 11.5 µM | TSHR-expressing cells, TSH-stimulated cAMP HTRF, 2 h; active compounds read low;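 active = activity change below a set negative limit, meaning inhibition stronger than a set level, cut at about -70% in these data; inconclusive = activity change between two set negative limits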; also: % is scaled to controls: 0 for no effect and ±100 for the full control effect
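Read-out is FRET at 665 nm (cryptate excitation 337 nm) from a cryptate-tagged anti-cAMP antibody, competed by cell cAMP against cAMP-d2. Compounds are tested on freshly harvested TSHR cells challenged with 4nM TSH (EC80) for 2 hours at 37 deg C.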
Chronic BCR inh: qHTS Assay to Find Inhibitors of Chronic Active B-Cell Receptor Signaling. AID 493014, 2011. Potency, µM (highest dose often 46.1 µM), for the others: at the top dose ratio change, negative = lower green/red ratio, hits mostly inhibitors. ABC-DLBCL IkBa-CBG/CBR reporter, luminescence ratio, 4 h. 340,000 tested, 0.05% active; active = well fitted inhibition curve with a large enough effect in the signal ratio, with a control signal flat, not every such curve was filed as active; inconclusive = small, poorly fitted or top-dose-only effect, or effect the other way, or a change in a side signal; the % refers to the signal ratio;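 also: potency is read from the fitted curve at half-maximal effect; plate controls were basal doxycycline-induced cells for no effect and cells given 10 µM MG132 for full effect; MG132 reads +100%, hits lower the ratio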
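TMD8 human ABC-DLBCL cells with doxycycline-inducible IκBα–green luciferase fusion and unfused red luciferase, in 0.5% FBS medium; compounds up to 46 uM, 4 h at 37C. Green/red luminescence ratio, filter-overlap corrected, fitted to concentration-response curves.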
Tb PFK inh: qHTS Assay to Find Inhibitors of T. brucei phosphofructokinase; AID 485367, 2010; ATP-dependent 6-phosphofructokinase (Trypanosoma brucei brucei), O15648; Potency, µM (series often up to 57.5 µM), without a hit: top-dose activity, negative = inhibition, actives largely listed as inhibitors; T. brucei PFK, ADP-Glo luminescence; 330,000 tested, 0.17% active;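 also: potency is read from the fitted curve at half-maximal effect; 0% = uninhibited 1x PFK enzyme wells and -100% = no-enzyme wells; nearly all actives have a fitted effect of over 60% in size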
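ADP-Glo luminescence quantified ADP after 45 min at room temperature, with 1.25 nM T. brucei PFK, 0.1 mM ATP and 0.5 mM fructose-6-phosphate in pH 8.0 TEA buffer. qHTS titrations up to 57 µM; curves classified by quality.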
PTAP TSG101 blk: qHTS Assay for Iinhibitors of HIV-1 Budding by Blocking the Interaction of PTAP/TSG101; Fluorescence polarization, FITC-PTAP peptide / Tsg101 binding; Potency, µM (titrated, usually from 115 µM), for inactives: top-dose activity change, negative = inhibition, hits mostly inhibitors; 340,000 tested, under 10 active; active = well fitted inhibition curve with a large enough effect in the main read-out, with a control signal flat, not every such curve was filed as active; inconclusive = small, poorly fitted or top-dose-only effect, or effect the other way, or a change in a side signal; inactive = no such curve, though single readings can be large or run the other way; also: potency is read from the fitted curve at half-maximal effect; % of control where 0% means no effect
Target sequence (Q99816 whole entry, looked up): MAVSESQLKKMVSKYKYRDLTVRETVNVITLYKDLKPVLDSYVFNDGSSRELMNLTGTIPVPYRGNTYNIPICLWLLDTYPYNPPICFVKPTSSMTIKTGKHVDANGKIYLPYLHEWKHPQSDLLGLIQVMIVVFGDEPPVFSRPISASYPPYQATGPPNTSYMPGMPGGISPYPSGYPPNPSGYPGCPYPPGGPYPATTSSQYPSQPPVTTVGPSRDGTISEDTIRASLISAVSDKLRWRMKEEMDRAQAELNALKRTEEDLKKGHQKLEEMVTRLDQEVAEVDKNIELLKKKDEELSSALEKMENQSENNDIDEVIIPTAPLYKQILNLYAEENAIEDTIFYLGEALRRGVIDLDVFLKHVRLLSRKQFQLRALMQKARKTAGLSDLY
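Compounds were pin-transferred onto Tsg101 binding domain (10 uM final) in HEPES pH 7.5 buffer, then FITC-PTAP peptide was added at 50 nM final. After 20 min at RT, polarization reported peptide displacement across a qHTS concentration series.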
a7 integrin act: qHTS for Activators of Integrin-Mediated Alleviation for Muscular Dystrophy; alpha7betagal myoblasts, beta-gal FDG fluorescence, 48 h; Potency, µM (highest dose often 38.3 µM), for inactives: top-dose activation, actives largely listed as activators; 350,000 tested, 0.064% active;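 also: potency is read from the fitted curve at half-maximal effect; 100% = response of the positive control SU9516; nearly all actives have a fitted effect of over 60% in size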
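alpha7betagal+/- myoblasts (passage 13, 250/well) treated 48 h at 37C with compounds at 1:260 dilution of DMSO stock. Lysed, then beta-galactosidase activity read as FDG fluorescence (ex 480/em 540) after 30 min, with pre-read for autofluorescence.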
Mito fusion yeast: qHTS Assay for Small Molecule Inhibitors of Mitochondrial Division or Activators of Mitochondrial Fusion. S. cerevisiae fusion-defective mutant growth rescue, CellTiterGlo 48 h. Potency, µM (highest dose often 46.1 µM), for the others: at the top dose growth rescue (activation), hits mostly activators. 320,000 tested, 0.23% active. AID 485298, 2010;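 also: potency is read from the fitted curve at half-maximal effect; % of control where 0% means no effect; nearly all actives have a fitted effect of over 45% in size; temperature-sensitive fusion mutants such as fzo1-1 at 37 °C on non-fermentable ethanol glycerol medium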
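Read-out: ATP-based luminescence (CellTiterGlo, 10 min ambient) reporting growth of fusion-defective ts yeast after 48 hours at 37C on glycerol/ethanol YPEG medium in the presence of compound.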
Eya2 inh: qHTS Assay for Inhibitors of the Phosphatase Activity of Eya2; recombinant Eya2, OMFP fluorescence dephosphorylation (OMFP is methylfluorescein phosphate); Potency, µM (top dose mostly 76.9 µM), without a hit: at the top dose activity, negative = inhibition, hits mostly inhibitors; 330,000 tested, 0.006% active; Protein phosphatase EYA2 (Homo sapiens), O00167; AID 488837, 2010; also: potency is read from the fitted curve at half-maximal effect; % is scaled to controls: 0 for no effect and ±100 for the full control effect
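Eya2 protein (added as 0.2 uM solution) was preincubated with compound for 10 min at ambient temperature in 50 mM HEPES pH 7.5, 50 mM NaCl, 5 uM MgCl2, 0.05% BSA, 1 mM DTT. OMFP (added at 50 uM) then reacted 10 min; fluorescence read at 485/525 nm.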
ASM inhibitor: Inhibitors of Secretory Acid Sphingomyelinase (S-ASM): qHTS; 340,000 tested, 0.006% active; Potency, µM (highest dose often 57.5 µM), for the others: at the highest dose activity change, negative = inhibition, usual class: inhibitors; Sphingomyelin phosphodiesterase (Homo sapiens), P17405; AID 504937, 2011; placental ASM, HMU-PC fluorogenic substrate, 60 min; also: potency is read from the fitted curve at half-maximal effect
Target sequence (P17405 47-631 limits assumed): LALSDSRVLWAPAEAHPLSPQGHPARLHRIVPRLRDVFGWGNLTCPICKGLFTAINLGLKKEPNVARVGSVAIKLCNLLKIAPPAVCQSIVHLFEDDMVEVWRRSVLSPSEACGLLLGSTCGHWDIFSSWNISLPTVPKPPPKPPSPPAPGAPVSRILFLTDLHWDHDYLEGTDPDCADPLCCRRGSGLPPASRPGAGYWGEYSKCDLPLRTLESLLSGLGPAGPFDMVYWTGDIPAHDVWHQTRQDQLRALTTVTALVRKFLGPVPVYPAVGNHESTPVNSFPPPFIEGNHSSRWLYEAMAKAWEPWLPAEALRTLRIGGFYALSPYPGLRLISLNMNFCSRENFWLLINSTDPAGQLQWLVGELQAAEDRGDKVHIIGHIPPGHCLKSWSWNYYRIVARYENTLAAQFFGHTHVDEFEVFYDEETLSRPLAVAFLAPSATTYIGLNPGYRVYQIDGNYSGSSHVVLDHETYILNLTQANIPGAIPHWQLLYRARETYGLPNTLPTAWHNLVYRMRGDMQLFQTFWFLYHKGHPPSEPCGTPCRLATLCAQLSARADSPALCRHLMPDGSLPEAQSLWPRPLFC
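qHTS format. ASM enzyme prepared from human placenta hydrolyses the fluorogenic substrate HMU-PC0 (9 uM final) over 60 min at 37 °C after a 10 min compound preincubation.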
AT treatment: qHTS Assay for Identifying a Potential Treatment of Ataxia-Telangiectasia | 320,000 tested, 0.19% active | Potency, µM (series often up to 57.5 µM), inactives show at the top dose activation, hits mostly activators | […] A-T fibroblasts, KAP-1 phosphorylation AlphaLISA; neocarzinostatin DNA damage 30 min before lysis; also: potency is read from the fitted curve at half-maximal effect; % of control where 0% means no effect; nearly all actives have a fitted effect of over 45% in size
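hTERT-immortalized A-T patient fibroblasts ([…]), 500 cells/well in OPTI-MEM, 1% FBS, got compounds for 60 min, then NCS for 30 min at 37C. Lysates were then assayed for phospho-KAP-1 by AlphaLISA (anti-pKAP1 donor, anti-KAP1 acceptor beads), 6 hr at 25C.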
The depositor's hits bear a star; i = inactive; u = inconclusive; x = no result given; [ ] = dose if it differs, or a comment. Unless noted, calls follow the shape of the dose curve; as a rule, active = well fitted curve in the direction sought with a large enough effect; inconclusive = small, poorly fitted or top-dose-only effect, or another doubt; inactive = no such curve, though single readings can be large; an effect the other way counts as inactive or inconclusive.

SMILES	ELG1 DNA repair	TCR activator	TSHR antag	Chronic BCR inh	Tb PFK inh	PTAP TSG101 blk	a7 integrin act	Mito fusion yeast	Eya2 inh	ASM inhibitor	AT treatment
Clc1ccc(NC2(c3nnnn3C3CCCCC3)CCCCC2)cc1	11%	0%	1	-1%	-5%	-8%	19%	2%	21%	3%	-3%
Cc1ccc(-c2noc(CCC(=O)NC3CCN(Cc4ccccc4)CC3)n2)cc1	u	0%	-6	4%	0%	-4%	-15%	-7%	4%	0%	u
COc1cccc(NC(=O)CC(c2ccc(OC(C)C)cc2)c2ccccc2OC)c1 (stereo not drawn)	-6%	-8%[46.1 µM]	-14	-2%	-1%	0%	-8%	-7%	7%	-2%	3%
Cc1ccc2cccc(OCc3cccc([N+](=O)[O-])c3)c2n1	-2%	0%	-2	2%	-9%	-8%	-22%	-9%	-9%	-1%	0%
C=CCN(c1ccccc1OC)S(=O)(=O)c1ccc(Cl)c(C(=O)Nc2ccc(N3CCOCC3)cc2)c1	7.3µM*	x	-7	u	-2%	4%	-19%	3%	-12%	-3%	-1%
O=C(Nc1ccccc1Cl)C1Cc2ccccc2O/C1=N\O (stereo not drawn)	u	-1%	-6	u	-4%	1%	-18%	3%	10%	5%	1%
CCOC(=O)N1CCN(C(=O)C2CC(=O)N(Cc3ccc(OC)cc3)C2)CC1 (stereo not drawn)	3%	0%	6	1%	5%	-5%	-15%	-1%	-17%	1%	x
COCCn1c(=O)[nH]c2cc(C(=O)N3CCN(c4cccc(C)c4C)CC3)ccc2c1=O	-11%	7%	0	1%	0%	1%	6%	0%	10%	-3%	9%
c1ccc2c(c1)c1ccccc1n2CN1CCOCC1	-4%	-5%[46.1 µM]	-6	u	3%	-2%	6%	-10%	-34%	-5%	0%
CC(C)(OC1OC(CO)C(O)C(O)C1O)[C@H]1Oc2ccc3ccc(=O)oc3c2[C@H]1O (stereo partly drawn)	5%	10%	8	0%	-12%	-7%	-2%	0%	5%	7%	12%
CC(=O)OCCNc1cc(N2CCN(C)CC2)c2noc3c2c1C(=O)c1ccccc1-3	-16%	5%	-20	u	-2%	u	-6%	-4%	-8%	-16%	-2%
CCN(CC)S(=O)(=O)c1ccc(NC(=O)COC(=O)CNS(=O)(=O)/C=C/c2ccccc2)cc1	9%	-1%[46.1 µM]	34	u	-1%	-2%	-8%	-2%	-18%	-8%	8%
CC1=CC(C)(C)NC(=S)N1c1ccc(C)c(C)c1	u	3%	-13	1%	2%	-2%	-69%[inhibitor]	3%	-2%	5%	-4%
O=C(NCC(c1ccco1)N1CCCC1)c1cc(S(=O)(=O)N2CCCCC2)ccc1Cl (stereo not drawn)	0%	2%	x	0%	-1%	-3%	-24%	x	-4%	-1%	-2%
O=C(CCc1nc(-c2ccccc2F)no1)NC1CCCCCC1	-10%	0%	3	2%	3%	-2%	18%	1%	10%	1%	8%
Cc1c(CC(=O)N2CCN(C(=O)C3COc4ccccc4O3)CC2)c(=O)oc2cc(O)c(Cl)cc12 (stereo not drawn)	u	-7%	-12	-5%	3%	0%	12%	4%	10%	i	18%
O=C(O)CC12CC3CC(C1)CC(n1ncc(NCc4ccccc4)c(Cl)c1=O)(C3)C2	21%	-5%	-3	u	2%	-5%	-16%	0%	-4%	2%	-4%
O=C(O)c1ccc(-n2nnnc2SCc2ccccc2F)cc1	4%	0%	-8	14%	1%	-3%	-10%	2%	32%	-1%	8%
O=C(NCc1ccco1)c1ccc(CN2CCOCC2)cc1	19%	x	9	-2%	2%	-1%	-22%	-2%	1%	1%	-6%
Cn1c(N)c(C(=O)COC(=O)c2cc(-c3ccco3)nc3ccccc23)c(=O)n(C)c1=O	12µM*	3%	1	2%	-2%	1%	-25%	-5%	2%	439%[activator]	6%
COc1ccc(NC(=O)CN2C(=O)COc3ccc(C)cc32)c(OC)c1	-4%	-12%	1	-13%	-2%	0%	-17%	6%	0%	0%	8%
CCCCn1nnc(NC(=O)c2ccc(-c3cccc([N+](=O)[O-])c3)o2)n1	u	x	-14	0%	8%	x	x	14%	1%	x	1%
OC(C#CCN1CCOCC1)(c1ccccc1)C1CC1 (stereo not drawn)	9%	1%	7	-1%	0%	-5%	-13%	0%	-3%	-2%	2%
CCOC(=O)C1(Cc2ccc(OC)cc2)CCN(C(=O)c2sc(C)nc2C)CC1	u	0%	-9	-2%	3%	1%	-1%	2%	3%	2%	1%[11.5 µM]
COC(=O)Cc1c[nH]c2cccc(OCC(O)CN(Cc3ccc([N+](=O)[O-])cc3)C(C)(C)C)c12 (stereo not drawn)	u	4%	22	u	-8%	-4%	-1%	-14%	-10%	-3%	13%
COc1ccc(OC)c(NC(=O)c2cc3c(cc2Cl)N2CCCCCC2=NS3(=O)=O)c1	-14%	3%[46.1 µM]	-8	-1%	3%	-1%	-16%	x	4%	-2%	-11%
S=C(NCCSCc1c(Cl)cccc1Cl)Nc1ccccc1	-25%	-2%	-10	u	-8%	-4%	-32%	-3%	1%	-5%	9%
O=C(O)COc1cccc(NC(=O)C2CCCO2)c1 (stereo not drawn)	3%	-9%	15	0%	-1%	-3%	19%	-4%	5%	1%	2%
CC(C)Oc1ccc(C(=O)CCN2CCCCC2)cc1	11%	-1%[46.1 µM]	-1	-15%	-2%	-5%	-54%[inhibitor]	0%	-3%	0%	x
CCc1nc(SCC(=O)NC2CCCC2)c2c(=O)n(C)c(=O)n(C)c2n1	14%	5%	-9	0%	-1%	6%	-25%	-1%	8%	2%	-4%
CC1=NN(C(N)=S)C(=O)C1N=Nc1ccc(Cl)cc1Cl (stereo not drawn)	u	2%	-47	u	-16%	-4%	-8%	5%	18%	-10%	-18%
COc1cccc(NC(=O)CN2CCCCCC2)c1	u	7%	-2	3%	4%	0%	18%	1%	-2%	-1%	0%
Cc1ccccc1CC1(CO)CCCN(C(=O)c2cc(-c3ccccc3)no2)C1 (stereo not drawn)	-15%	-1%	-5	-5%	1%	1%	7%	9%	-15%	-7%	1%[11.5 µM]
Cc1ccc2nc(-c3ccccn3)cc(C(=O)Nc3ccc(S(=O)(=O)N4CCOCC4)cc3)c2c1	u	-2%	3	0%	5%	-5%	5%	u	-8%	-4%	-5%
N#Cc1c(NCCN)nc(-c2ccccc2)c2c1CCCC2	12%	-1%	-7	u	-6%	0%	-57%[inhibitor]	-11%	-1%	169%[activator]	-6%
COc1ccc(S(=O)(=O)N2CCOC2CNC(=O)C(=O)NCCc2c[nH]c3ccccc23)cc1 (stereo not drawn)	u	8%	-1	-9%	-6%	-6%	21%	-1%	-3%	-2%	2%
CC1(C)CC(=O)C(N=Nc2cc3c(cc2[N+](=O)[O-])OCCO3)=C(O)C1	0%	-3%	6	0%	5%	-2%	16%	-12%	14%	-8%	-32%
Cc1nn(-c2ccccc2C(F)(F)F)c(=O)c2noc(C)c12	7%	-3%	-6	0%	12%	-9%	-20%	-5%	14%	1%	11%
O=C(C1CCCCC1)N1CCN(S(=O)(=O)c2ccc(Br)cc2)CC1	-3%	3%	13	u	3%	-8%	-3%	4%	-4%	-1%	-7%

From PubChem
